Pol beta inh – DNA polymerase beta (human) inhibition | P06746 | Pol beta primer extension/strand displacement, fluorescence kinetic | Potency, µM (top dose mostly 114 µM), for inactives: top-dose activity change, negative = inhibition, hits mostly inhibitors | 340,000 tested, 1.3% active | AID 485314; further: potency means the concentration at half of the fitted maximal effect; on the % scale 0 is the no-effect control and ±100 the full control effect
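Enzyme-only controls used 10 nM Pol beta; buffer lacking enzyme served as negative control. Compound preincubated 15 min, then 50 nM substrate added; 0 and 10 min reads at room temperature.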
GRP78 ERSR act – inducers of ER stress response in human glioma cells; U87-MG GRP78 promoter luciferase reporter, 16 h; Potency, µM, without a hit: top-dose activation, usual class: activators; 420,000 tested, 0.02% active; further: potency means the concentration at half of the fitted maximal effect; series mostly up to about 76 µM; % of control where 0% means no effect; nearly all actives have a fitted effect of over 35% in size
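ERSR induction read as luciferase luminescence (Bright-Glo, 10 min at room temperature) in stably transfected human U87-MG glioma cells exposed to compounds for 16 h, using GRP78 as sensor.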
Apoferritin bind – binds horse apoferritin like a general anesthetic; P02791; apoferritin/1-aminoanthracene competitive binding, fluorescence; 350,000 tested, 0.074% active; Potency, µM (titrated, usually from 77.5 µM), without a hit: top-dose activity change, negative = displacement, actives largely listed as inhibitors; further: potency means the concentration at half of the fitted maximal effect; on the % scale 0 is the no-effect control and ±100 the full control effect; nearly all actives have a fitted effect of over 20% in size
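Read-out: endpoint 1-AMA fluorescence, excitation 380 nm and emission 535 nm, after compounds sit 10 min at room temperature with 10 uM horse-spleen apoferritin in 50% saturated 1-AMA/PBS. Values come from four-parameter Hill fits.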
LDHA inh – LDHA (human) enzyme inhibition. purified LDHA, NADH/diaphorase-resazurin fluorescence; hits give low values. 480,000 tested, 0.15% active. P00338. activity change, % (values are at about 110 or 230 µM); in the data active means activity change below about -30%; inconclusive means mostly about -25% to -30%;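 further: plate controls were DMSO wells for no effect and wells without enzyme for full effect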
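Human LDH5 (2 nM) was incubated with 0.06 mM NADH and 0.2 mM pyruvate for 5 min at room temperature in Tris pH 7.4. Remaining NADH was coupled through diaphorase/resazurin, and resorufin fluorescence was read at 0 and 20 min.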
Pol eta inh – DNA polymerase eta (human) inhibition; Q9Y253; recombinant Pol eta, fluorescent DNA replication assay; Potency, µM (doses to about 114 µM), for inactives: top-dose activity change, negative = inhibition, hits mostly inhibitors; 390,000 tested, 1.2% active; further: potency means the concentration at half of the fitted maximal effect; on the % scale 0 is the no-effect control and ±100 the full control effect
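Fluorescent replication assay: 50 nM final substrate added after a 15 min room-temperature compound preincubation with 10 nM enzyme. Signal taken at 0 min and again at 10 min.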
BLM inh – blocks DNA unwinding by human BLM helicase. Potency, µM (highest dose often 56.1 µM), for inactives: at the top dose activity change, negative = inhibition, most hits filed as inhibitors. recombinant BLM DNA unwinding, fluorescence dequenching. AID 2528. P54132. 350,000 tested, 0.2% active;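 further: potency means the concentration at half of the fitted maximal effect; plate controls were vehicle for no effect and no enzyme for full effect; nearly all actives have a fitted effect of over 35% in size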
Target sequence (P54132 whole entry, looked up): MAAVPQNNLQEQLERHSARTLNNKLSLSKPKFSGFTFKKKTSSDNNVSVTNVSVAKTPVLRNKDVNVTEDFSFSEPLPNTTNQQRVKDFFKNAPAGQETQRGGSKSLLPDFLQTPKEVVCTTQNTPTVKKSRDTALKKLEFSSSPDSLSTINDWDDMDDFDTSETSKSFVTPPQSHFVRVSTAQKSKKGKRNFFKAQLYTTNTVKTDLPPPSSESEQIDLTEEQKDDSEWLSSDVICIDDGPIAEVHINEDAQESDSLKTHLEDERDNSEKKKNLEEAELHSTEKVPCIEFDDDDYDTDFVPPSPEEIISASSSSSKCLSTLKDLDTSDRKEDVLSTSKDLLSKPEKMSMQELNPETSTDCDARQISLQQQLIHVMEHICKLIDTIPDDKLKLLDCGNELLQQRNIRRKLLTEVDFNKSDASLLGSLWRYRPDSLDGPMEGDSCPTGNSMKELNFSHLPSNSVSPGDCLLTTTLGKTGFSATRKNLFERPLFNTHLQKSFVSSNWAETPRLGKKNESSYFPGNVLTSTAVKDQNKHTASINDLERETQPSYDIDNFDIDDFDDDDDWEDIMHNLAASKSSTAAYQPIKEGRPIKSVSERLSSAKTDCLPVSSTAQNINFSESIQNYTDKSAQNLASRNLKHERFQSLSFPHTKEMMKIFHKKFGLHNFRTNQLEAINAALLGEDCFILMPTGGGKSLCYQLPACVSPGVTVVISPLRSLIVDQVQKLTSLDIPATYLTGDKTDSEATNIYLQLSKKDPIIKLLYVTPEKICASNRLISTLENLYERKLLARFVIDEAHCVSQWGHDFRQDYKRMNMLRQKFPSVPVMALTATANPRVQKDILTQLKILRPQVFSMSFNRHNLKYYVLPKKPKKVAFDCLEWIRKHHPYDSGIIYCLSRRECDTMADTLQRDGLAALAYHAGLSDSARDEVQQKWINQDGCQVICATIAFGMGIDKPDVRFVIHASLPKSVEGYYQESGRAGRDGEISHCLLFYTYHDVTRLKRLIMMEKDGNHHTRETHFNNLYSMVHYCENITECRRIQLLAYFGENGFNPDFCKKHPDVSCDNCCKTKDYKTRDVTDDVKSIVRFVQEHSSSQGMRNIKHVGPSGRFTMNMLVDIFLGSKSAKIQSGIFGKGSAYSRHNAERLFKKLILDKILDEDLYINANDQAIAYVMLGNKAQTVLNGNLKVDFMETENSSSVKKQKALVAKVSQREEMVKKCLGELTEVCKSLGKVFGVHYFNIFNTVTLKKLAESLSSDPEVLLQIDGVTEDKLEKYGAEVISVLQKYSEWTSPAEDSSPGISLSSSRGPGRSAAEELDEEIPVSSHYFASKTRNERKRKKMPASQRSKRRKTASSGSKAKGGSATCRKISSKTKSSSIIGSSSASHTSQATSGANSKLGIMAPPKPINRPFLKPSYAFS
POLI inh – blocks human DNA polymerase iota activity; 390,000 tested, 1% active; Pol iota fluorescent replication assay, 10 min; AID 588590; Q9UNA4; Potency, µM (titrated, usually from 115 µM), without a hit: at the highest dose activity, negative = inhibition, usual class: inhibitors; further: potency means the concentration at half of the fitted maximal effect
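Pol iota at 10 nM preincubated 15 min with compounds at room temperature; reaction started with fluorescent substrate, 50 nM final. Fluorescence read kinetically at 0 and 10 min; buffer-only wells as negative control.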
APE1 inh – inhibitors of human APE1 endonuclease | P27695 | recombinant APE1, TAMRA/BHQ-2 abasic DNA cleavage fluorescence | Potency, µM (top dose mostly 65.8 µM), inactives show at the highest dose activity change, negative = inhibition, usual class: inhibitors | 350,000 tested, 0.35% active;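 further: potency means the concentration at half of the fitted maximal effect; plate controls were vehicle for no effect and reference inhibitor for full effect; nearly all actives have a fitted effect of over 55% in size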
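Measures dequenching upon AP-site incision of a 5'-TAMRA/3'-BHQ-2 THF-containing duplex, 50 nM; human APE1 0.75 nM after 15 min room-temperature exposure to compound; kinetic three-point read at one-minute spacing.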
POLK inh – DNA polymerase kappa (human) inhibition; Q9UBT6; purified Pol kappa, fluorescent DNA synthesis assay, 10 min; Potency, µM (top dose mostly 107 µM), for inactives: at the top dose activity, negative = inhibition, most hits filed as inhibitors; 400,000 tested, 0.53% active; AID 588579; further: potency means the concentration at half of the fitted maximal effect; on the % scale 0 is the no-effect control and ±100 the full control effect
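Kinetic fluorescence readout at 0 and 10 min followed reaction start with substrate at 50 nM final. Beforehand, enzyme (10 nM Pol kappa) stood 15 min with compound at room temperature; buffer-only wells were negative controls.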
* hit, by the source's call; ? = inconclusive; nt = no result given; & = joins results of further samples; [ ] = remark or other dose. Unless noted, the call rests on the fitted dose curve; in most records, active means well fitted curve in the direction sought with a large enough effect; inconclusive means small, poorly fitted or top-dose-only effect, or another doubt; inactive means no such curve, though single readings can be large; an effect the other way counts as inactive or inconclusive. Not all compounds are listed (hit frequency here may not be typical).

Pol eta inh	BLM inh	LDHA inh	POLK inh	GRP78 ERSR act	Pol beta inh	APE1 inh	Apoferritin bind	POLI inh	canonical_smiles
-12%	19%	-3	-13%	-3%	2%	?	-15%	7%	CCOC(=O)c1cnc2ccccc2c1NCCO
-10%	nt	2	0%	1%	nt	-7%	nt	11%	CC(Sc1ncnc2sc(-c3ccccc3)cc12)C(=O)NCC1CCCO1 (configuration not stated)
-8%	-10%	-1	-10%	-1%	0%	6%	-10%	-1%	CSCCC(NS(=O)(=O)c1ccc(Cl)cc1)C(=O)OCC(=O)c1ccc(F)cc1 (configuration not stated)
-12%	2%	-10	-5%	-4%	30%	-7%	-16%	3%	COc1ccc(OC)c(C2c3c(oc4ccccc4c3=O)C(=O)N2CCCN(C)C)c1 (configuration not stated)
-11%	-14%	6	-26%	0%	-9%	-2%	?	12%	Cc1ccc(-c2nc(CS(=O)(=O)CC(=O)N3CCc4ccccc4C3)c(C)o2)cc1
-11%&-15%	0%&1%	6&11	13%&-11%	-3%&-2%	0%&0%	62%[activator]	?	19%&15%	COc1ccc(OC)c(NS(=O)(=O)c2ccc3c(c2)C(C)(C)C(=O)N3C)c1
-18%	1%	-5	5%	-4%	13%	3%	-3%	13%	O=C(N/C(=C/c1cccnc1)C(=O)N1CCOCC1)c1ccccc1Cl
-3%	2%	-5	-23%	-2%	9%	-10%	-4%	-6%	CCN(CC)Cc1c(C(=O)N/N=C/c2cccs2)nnn1-c1nonc1N
-8%	4%	-3	-4%	-5%	0%	13%	-15%	-5%	Cc1ccc(C2=NS(=O)(=O)N(C)C(C(=O)N3CCOCC3)=C2)cc1
-23%	3%	1	2%	4%	-1%	-4%	-13%	64%[activator]	COc1cnc(-c2ccccn2)nc1Sc1ccc(C)cc1
3%	-3%	-10	-7%	0%	6%	1%	-7%	14%	CCn1c(SCC(=O)c2ccc(Br)cc2)nnc1C(C)NC(=O)Cc1ccc(OC)cc1 (configuration not stated)
-23%	-1%	-5	-11%	-5%	0%	32%[12.4 µM]	-7%	6%	O=C(NCc1ccccc1Cl)C1CCCN1S(=O)(=O)c1ccccc1F (configuration not stated)
-9%	1%	3	7%	1%	-23%	79%[activator]	2%	31%[activator]	COC(=O)c1ccccc1C(=O)N(Cc1cccnc1)CC1CCCN(C2CCCCC2)C1 (configuration not stated)
nt	-7%	-4	1%	nt	3%	nt	-15%	20%	CCOc1ccccc1NC(=O)N(Cc1ccc(F)cc1)C1CCN(CC)CC1
-19%	-7%	3	-6%	-2%	12%	13%	-17%	56%[activator]	CCOC(=O)COc1ccc2c(c1)c(C(C)=O)c(C)n2-c1ccc(OC)cc1
-8%	-5%	-3	2%	-7%	39%	20%	3%	17%	O=C(c1cccc(F)c1)N1CCN(C(=O)c2cc3nc(-c4ccco4)cc(C(F)(F)F)n3n2)CC1
-7%	-1%	-5	-18%	-3%	32%[activator]	nt	1%	-8%	Cc1ccccc1CNC(=O)c1ccc(NC(=O)N2CCCCc3ccccc32)cc1
-16%	-2%	1	-6%	-4%	4%	7%	8%	22%	N#Cc1sc2nc(-c3cccs3)cc(-c3ccc(F)cc3)c2c1N
nt	nt	3	-12%	-2%	nt	nt	nt	41%[activator]	NC(=O)COc1ccccc1C(=O)Nc1ccccc1
-17%	-15%	-3	-9%	6%	1%	0%	13%	45%[activator]	CC(=O)c1ccc(NC(=S)NC(=O)/C=C/c2ccc(F)cc2)cc1
-15%	nt	-4	4%	-3%	nt	7%	nt	23%	O=C(Cc1c(F)cccc1Cl)NNC(=O)c1ccncc1
-5%	0%	-9	-8%	-2%	0%	3%	36%[activator]	0%	N#Cc1ccc(-c2nc3ccc(Br)cc3c(=O)n2O)cc1
-22%	-1%	1	0%[60.1 µM]	-1%	-16%	nt	5%	-8%	O=C(Nc1ccccc1F)C1CCN(S(=O)(=O)c2ccc3c(c2)CCCN3C(=O)C2CCC2)CC1
-5%	1%	-8	-18%&0%	-3%&-2%	3%	30%	-3%	18%&16%	CC(C)CN1CCC(=O)N(CCC#N)CC1
0%	nt	1	-7%	-2%	nt	-35%	nt	2%	COc1ccc2cc(C[C@@H]3CC[C@@H](CO)O3)ccc2c1
-12%	-12%	-1	2%	12%	-1%	-5%	-12%	16%	Cc1cc(C(=O)N/N=C/C(Cl)=C/c2ccccc2)c(C)o1
-8%	-2%	-7	4%	-4%	17%	21%	-8%	-15%	O=C(OCC(=O)N1CCCC1)c1cc([N+](=O)[O-])ccc1Cl
-4%	-6%	-7	-14%	-3%	17%	-7%	-17%	3%	COC(=O)CCC(=O)N1CCc2cc(S(=O)(=O)N3CCN(c4ccccc4Cl)CC3)ccc21
-4%	2%	-4	-12%	-6%	3%	-8%	-5%	26%	Cc1cc(C(=O)NC2CCCc3c2cnn3-c2ccccc2F)nc(C)n1 (configuration not stated)
-24%	-2%	1	-19%	-2%	0%	10%	-19%	13%	O=C(NCCc1ccncc1)c1ccc2nc(Cc3cccc(Cl)c3)oc2c1

Ordered by number of heavy atoms (largest number first): part of the list above.
Pol eta inh	BLM inh	LDHA inh	POLK inh	GRP78 ERSR act	Pol beta inh	APE1 inh	Apoferritin bind	POLI inh	canonical_smiles
-4%	-6%	-7	-14%	-3%	17%	-7%	-17%	3%	COC(=O)CCC(=O)N1CCc2cc(S(=O)(=O)N3CCN(c4ccccc4Cl)CC3)ccc21
-8%	-10%	-1	-10%	-1%	0%	6%	-10%	-1%	CSCCC(NS(=O)(=O)c1ccc(Cl)cc1)C(=O)OCC(=O)c1ccc(F)cc1 (configuration not stated)
-18%	1%	-5	5%	-4%	13%	3%	-3%	13%	O=C(N/C(=C/c1cccnc1)C(=O)N1CCOCC1)c1ccccc1Cl

Carrying on:
Pol eta inh	BLM inh	LDHA inh	POLK inh	GRP78 ERSR act	Pol beta inh	APE1 inh	Apoferritin bind	POLI inh	canonical_smiles
-4%	-3%	-10	-1%	6%	48%	-9%	-3%	118%[activator]	COc1ccc(CNC(=O)CN2CCC(NC(=O)c3ccccc3C)CC2)cc1
10%	-3%	1	-9%	-2%	-8%	nt	-8%	5%	CCOc1ccc(CNC(=O)c2ccc3[nH]c(C)c(C)c3c2)cc1OC
11%	0%	3	-15%	-5%	0%	-2%	?	?	CC(C)NC(=O)c1cc(C(=O)c2cc(Cl)ccc2O)coc1=N
-18%	-15%	-3	-3%	-8%	0%	2%	-12%	14%	CC1CCCN(CCCNC(=O)c2ccc(CS(=O)(=O)c3c(Cl)cccc3Cl)o2)C1 (configuration not stated)
-10%	nt	2	12%	1%	nt	9%	nt	24%	CC(=O)N1CCN(S(=O)(=O)c2ccc3c(c2)CCC(=O)N3)CC1
2%	0%	-1	0%	-2%	14%	nt	-12%	18%	CCCCN(CC)CCCNC(=O)CS(=O)(=O)Cc1nc(-c2ccc(C)cc2)oc1C
-18%&-1%	-3%&-5%	1&-2	14%&-13%	-2%&-2%	34%&-1%	5%	-19%&-4%	10%&17%	Cc1ccc(Nc2c(-c3ccc(N4CCOCC4)cc3)nc3ncccn23)cc1
5%	-11%	-2	-2%	3%	23%	5%	-17%	15%	Cn1c(=O)c2ncn(CC(=O)Nc3cccc(-c4nc5ccccc5s4)c3)c2n(C)c1=O
-3%	-8%	6	-16%	-1%	-1%	13%	-8%	15%	C=CCCC(=O)Nc1nc(C)c(-c2csc(Nc3ccc(Cl)cc3)n2)s1
-20%	nt	1	-7%	-6%	nt	-21%	nt	3%	CC(C)(C)OC(=O)N[C@H](C(=O)OC(C)(C)C)c1ccc(Br)cc1
-5%	-1%	-5	0%	-4%	14%	-4%	0%	-2%	CCCSc1cc(=O)n(-c2ccccc2)nc1C(=O)O
nt	-4%	nt	nt	nt	2%	5%	-9%	nt	COc1ccc(-c2[nH]ncc2CN(Cc2nccn2C)C(C)C)cc1F
-1%	0%	-8	-19%	1%	10%	?	?	15%	O=C(COC(=O)COc1ccc(Cl)cc1Cl)Nc1cccnc1Cl
4%	-3%	-3	-7%	-5%	?	2%	-2%	-3%	Cn1nc(CC(=O)N2CCN(c3ccccc3)CC2)c2ccccc2c1=O
-21%	-1%	-2	-4%	0%	3%	2%	-2%	131%[activator]	CN(C)c1nnc(-c2ccc(Cl)cc2)o1
-5%	-4%	-9	-16%	-1%	-5%	-5%	-12%	-10%	Cc1sc(NC(=O)CSc2nc(N)n(CC(=O)c3ccccc3)n2)c(C#N)c1C
-15%	nt	-7	-22%	6%	nt	nt	nt	?	c1ccc(Oc2ncnc3ccccc23)cc1
6%	-1%	-4	4%	-2%	16%	33%	-2%	?	O=C(O)CCC(=O)N1N=C(c2cccs2)CC1c1ccc(Br)cc1 (configuration not stated)
6%&-13%	0%&-7%	-2&1	-11%	-6%&-4%	6%&-1%	-6%	-8%&-5%	8%&14%	CCOC(=O)c1c(S(=O)(=O)NCC(=O)NCc2ccccc2Cl)c(C)n(C)c1C
-20%	0%	-2	2%	-3%	28%	22%	-9%	37%[activator]	Cn1c(CNC(=O)c2ccc3c(c2)OCO3)nnc1SCC(=O)Nc1ccccc1F
-14%	-2%	-4	0%	-3%	43%	16%	-3%	159%[activator]	Cc1cccc(C)c1NC(=O)CCCSc1nnc(N)s1
-9%	-3%	-8	-13%	-1%	10%	2%	-6%	8%[58.9 µM]	COc1ccc(Cn2cnc3c4cc(F)ccc4n(C)c3c2=O)cc1
-11%	2%	-7	-9%	0%	34%	-1%	-10%	0%	Cc1cc(NC(=O)CCC(=O)N(CC(=O)NC2CCCC2)Cc2ccccc2Cl)no1
12%	0%	-4	-13%	-1%	2%	-3%	-3%	31%[activator]	CC(C)OP(=O)(OC(C)C)C(Nc1cccc(C(=O)O)c1)c1ccccc1 (configuration not stated)
-18%	-7%	-3	-8%	-3%	5%	-6%	-5%	-9%	O=C(Nc1cccc(C(F)(F)F)c1)c1cc(S(=O)(=O)N2CCCCC2)ccc1N1CCOCC1
-23%	-3%	-3	-10%	-3%	2%	-2%	-24%	-14%	CC(=O)N(C(C)=O)C1=C(C#N)C2(CCCCC2)Cc2ccccc21
-20%	-7%	-4	5%	1%	-2%	3%	?	37%[activator]	O=C(NC(=S)NCc1ccco1)c1ccccc1

Compound activity: PubChem BioAssay, National Center for Advancing Translational Sciences (NCATS)
